# L3MBTL1 inh – qHTS Assay for the Inhibitors of L3MBTL1 | Lethal(3)malignant brain tumor-like protein 1 (Homo sapiens), Q9Y468 | AlphaScreen L3MBTL1–H3K9me1 peptide binding | Potency, µM (top dose mostly 57.1 µM), for inactives: at the highest dose activity, negative = inhibition, hits mostly inhibitors | 230,000 tested, 0.66% active; active = well fitted inhibition curve with a large enough effect; inconclusive = small, poorly fitted or top-dose-only effect; inactive = no such curve, though single readings can be large or run the other way; also: nearly all actives have a fitted effect of over 60% in size
# Target sequence (Q9Y468 whole entry, looked up): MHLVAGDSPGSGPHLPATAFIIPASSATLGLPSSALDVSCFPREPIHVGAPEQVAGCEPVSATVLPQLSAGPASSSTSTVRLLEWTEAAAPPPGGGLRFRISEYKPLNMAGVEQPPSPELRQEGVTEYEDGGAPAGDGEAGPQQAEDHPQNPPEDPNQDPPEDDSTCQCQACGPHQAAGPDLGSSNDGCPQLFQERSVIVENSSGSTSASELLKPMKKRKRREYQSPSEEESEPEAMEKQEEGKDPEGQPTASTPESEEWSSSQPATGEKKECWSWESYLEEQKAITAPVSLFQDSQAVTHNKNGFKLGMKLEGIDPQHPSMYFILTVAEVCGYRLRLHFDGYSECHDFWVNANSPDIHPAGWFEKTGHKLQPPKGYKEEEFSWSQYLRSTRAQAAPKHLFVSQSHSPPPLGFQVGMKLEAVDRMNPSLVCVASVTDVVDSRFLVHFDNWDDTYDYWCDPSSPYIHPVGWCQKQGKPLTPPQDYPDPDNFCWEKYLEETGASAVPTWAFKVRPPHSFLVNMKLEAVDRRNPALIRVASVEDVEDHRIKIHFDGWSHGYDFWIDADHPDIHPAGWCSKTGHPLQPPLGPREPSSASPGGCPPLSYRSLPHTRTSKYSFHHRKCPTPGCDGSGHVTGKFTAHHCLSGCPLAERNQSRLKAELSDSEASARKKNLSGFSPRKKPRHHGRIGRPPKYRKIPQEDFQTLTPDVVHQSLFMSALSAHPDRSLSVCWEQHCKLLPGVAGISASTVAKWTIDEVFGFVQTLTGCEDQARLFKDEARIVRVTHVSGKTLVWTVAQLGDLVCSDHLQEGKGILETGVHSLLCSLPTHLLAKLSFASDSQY
#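 L3MBTL1 (50 nM) pre-complexed 30 min with biotinylated H3(1-15)K9me1 peptide (75 nM), then compounds added for 30 min at room temperature; AlphaScreen streptavidin donor/nickel chelate acceptor beads (10 ug/mL final) read after 30 min dark incubation.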
# The depositor's hits bear a star; ? = inconclusive. % is scaled to controls: 0 for no effect and ±100 for the full control effect; potency is read from the fitted curve at half-maximal effect. A portion of the library; count on the stated rates, not on these rows.
canonical_smiles	L3MBTL1 inh
O=C(COc1cc(F)ccc1[N+](=O)[O-])NCCN1C(=O)CSC1=O	0.9%
Cc1ccc2nc(SCC(=O)NC3CCS(=O)(=O)C3)[nH]c2c1 (stereo unspecified)	-1.6%
COc1ccc2c(c1)OC[C@H]1[C@H]2N2C(=O)CN(C)C(=O)[C@@]2(C)[C@H]1c1ccccc1	-0.5%
O=C(CNC(=O)c1ccccc1Br)NCCSc1ccc(Br)cc1	-18.8%
O=C(O)c1cc(O)ccc1NC(=O)C(c1ccccc1)c1ccccc1	9.2%
O=S(=O)(c1ccc2ccccc2c1)N1CCN(S(=O)(=O)c2c(F)cccc2F)CC1	-0.2%
COc1ccc(S(=O)(=O)N2CCC(Cc3ccccc3)CC2)cc1C(N)=O	19.7%
Cc1noc(C)c1C(=O)NC(Cc1c[nH]c2ccccc12)C(=O)O (stereo unspecified)	5.0%
Cc1ccc(NC(=O)c2ncn(CC(=O)NCC(C)c3ccccc3)n2)cc1C (stereo unspecified)	-1.6%
CCc1ccccc1OCC(=O)Nc1ccc(C)c(S(=O)(=O)N2CCCCCC2)c1	10.9%
CCOCC(O)CNC(=O)c1ccc2nc(Cc3ccc(OC)c(OC)c3)oc2c1 (stereo unspecified)	12.1%
Cc1cn([C@H](C(=O)NCCCCCCCCCCC(=O)N2CCNCC2)[C@@H](C)O)nn1	9.5%
CN(C(=O)COC(=O)/C=C/c1ccc(C(F)(F)F)cc1)c1c(N)n(Cc2ccccc2)c(=O)[nH]c1=O	2.6%
COc1ccc(OC)c(C(=O)COC(=O)c2[nH]c(C)c(C(C)=O)c2C)c1	-4.3%
COc1ccc(-c2noc(N3CCCC(C(=O)Nc4cc(F)ccc4F)C3)n2)cc1 (stereo unspecified)	11.4%
COc1ccc(Cl)cc1NC(=O)CN(C)C(=O)CN1C(=O)NC(C)(C)C1=O	-1.5%
O=C(Cc1ccc(F)cc1)Nc1ccc(S(=O)(=O)N2CCCC2)cc1	-6.1%
Cc1ccccc1NC(=O)COC(=O)CCc1c[nH]c2ccccc12	-1.3%
COc1ccc(OC)c(NC(=O)CN2C(=O)C(=O)N(Cc3ccccc3)C2=O)c1	1.0%
CCc1cccc(C)c1NC(=O)CCN1C(=O)NC(C)(C)C1=O	1.2%
CC(C)(C)NC[C@@H](O)COc1cccc2c1CCCC2=O	-2.4%
CC1(C)O[C@@H]2[C@H](O1)[C@@H](COS(=O)(=O)O)O[C@H]2n1ccc(=O)[nH]c1=O	-6.5%
CCN(CC(=O)NCc1ccc(F)cc1)C(=O)COc1ccccc1[N+](=O)[O-]	1.6%
CN(CC(=O)Nc1ccc(F)cc1)CC(=O)N1CCc2ccccc21	4.2%
Cc1ccc(NC(=O)c2cnc(SCC(=O)c3ccccc3)n(C)c2=O)cc1	5.9%
CC1CN(S(=O)(=O)c2cccc(C(=O)N=c3sccn3C)c2)CC(C)O1 (stereo unspecified)	8.7%
O=C(C[C@@H]1C/C=C\C[C@H](NC(=O)OCC2c3ccccc3-c3ccccc32)C(=O)OC[C@@H]2CCCN2C1=O)N[C@H](CO)Cc1ccccc1	3.3%
CCN1CCN(C(=O)C2CCN(c3nnc(-n4c(C)ccc4C)s3)CC2)CC1	5.5%
COc1ccccc1C(=O)COC(=O)c1cnc(C)cn1	6.0%
CC(OC(=O)CNC(=O)c1cccc(F)c1)C(=O)NC1CCCCC1C (stereo unspecified)	7.0%
COc1ccc(-c2csc(NC(=O)CN3C(=O)NC4(CCCC4)C3=O)n2)cc1OC	-7.5%
CC(C)(C)c1ccc(OCCC(=O)OCC(=O)NCc2ccccc2)cc1	3.1%
Cc1cc(Br)ccc1NC(=O)CN(C)C(=O)CN1C(=O)NC2(CCCC2)C1=O	-1.8%
CCC1(c2ccc(C)cc2)NC(=O)N(CC(=O)Nc2cccc(S(=O)(=O)N3CCCC3)c2)C1=O (stereo unspecified)	0.2%
CCOc1ccc(C(=O)NCC(=O)N2CCN(C/C=C/c3ccccc3)CC2)cc1OCC	-2.7%
COCCCNC(=O)CC1C[C@H](C(=O)N2CCCCC2)[C@@]2(CCc3ccccc3)c3[nH]c4ccccc4c3CCN2C1=O (stereo partly specified)	9.6%
COc1cc2cc(C(C)(C)O)oc(=O)c2cc1OC	6.5%
CCN(CC(=O)NC1CCS(=O)(=O)C1)c1ccc([N+](=O)[O-])cc1C#N (stereo unspecified)	-7.2%
Cc1ccc(NC(=O)CN(C)C(=O)C(c2ccccc2)c2ccccc2)cc1	-13.5%
Cc1ccc([C@H]2C(C(=O)O)=CC[C@@H](c3ccc(C)cc3)N2S(=O)(=O)c2ccc(C)cc2)cc1	0.8%
Cc1cccc(OCCCC(=O)NNC(=O)c2cccc(N(C)C)c2)c1	-4.9%
COc1ccc(CCNC(=O)CSCC(=O)Nc2cc(S(C)(=O)=O)ccc2Cl)cc1	-6.2%
O=C(CN1CCN(c2ccccc2)CC1)NC(=O)NCc1ccccc1	-4.1%
CCOc1ccc(NC(=O)c2ccco2)cc1S(=O)(=O)N1CCCC1	0.2%
CCOc1ccc(N(C)S(=O)(=O)c2ccc(C)c(C(=O)N3CCN(Cc4ccc5c(c4)OCO5)CC3)c2)cc1	-13.0%
COc1ccc(S(=O)(=O)N(C)c2ccc(OC(=O)C(C)Oc3ccc(F)cc3)cc2)cc1 (stereo unspecified)	14.4%
O=C(COC(=O)c1ccc([N+](=O)[O-])cc1)Nc1ccccc1C(=O)NC1CC1	-0.3%
COc1ccccc1C(CNC(=O)c1cccc(NS(=O)(=O)c2ccc(C)c(F)c2)c1)N(C)C (stereo unspecified)	-3.3%
CCCn1nc(C(=O)Nc2ccc(-n3cnnn3)cc2)c2ccccc2c1=O	5.0%
CC(NC(=O)c1ccccc1Cl)C(=O)Nc1ccc2c(c1)OCO2 (stereo unspecified)	-5.4%
COc1ccc(S(=O)(=O)N2CCOC23CCN(S(=O)(=O)c2c(C)cc(C)cc2C)CC3)cc1	?
CCOC(=O)c1c(NC(=O)COC(=O)Cc2ccccc2[N+](=O)[O-])sc(C(=O)N(C)C)c1C	-3.7%
COCCN(CC(=O)Nc1cccc(C)c1C)C(=O)c1ccc2c(c1)OCO2	7.3%
O=C(COc1ccc(Br)cc1)NCC1COc2ccccc2O1 (stereo unspecified)	-23.5%
CCN(CC(=O)Nc1ccccc1C(=O)NC1CC1)Cc1cccs1	7.2%
CC(OC(=O)CCC1CCCCC1)C(=O)Nc1ccc(S(N)(=O)=O)cc1 (stereo unspecified)	-10.7%

# Continued:
canonical_smiles	L3MBTL1 inh
COc1ccc(-c2csc(NC(=O)CSc3nnnn3C)n2)c(OC)c1	-3.3%
CSCCC1NC(=O)N(CC(=O)N2CCc3ccccc3C2)C1=O (stereo unspecified)	6.6%
CNC(=O)c1ccc(NC(=O)CC2SC(N3CCCC3)=NC2=O)cc1 (stereo unspecified)	-9.1%
CN(CC(=O)Nc1ccc(Cl)c(Cl)c1)C(=O)C1CCC1	4.4%
O=C1CCc2cc(S(=O)(=O)NCc3ccccc3Cl)ccc2N1	-0.4%
Cc1ccnc(NC(=O)CNC(=O)c2ccc(Br)o2)c1	0.1%
COc1ccccc1N(CCOc1ccccc1)S(=O)(=O)c1ccccc1	26.4%
CN(C(=O)c1ccc(NC(=O)Cc2cccc(NC(=O)C3CCN(C(=O)C4CCCC4)CC3)c2)cc1)C1CCCC1	-0.2%
COc1cccc(CNC(=O)COC(=O)CCS(=O)(=O)c2ccc(C)cc2)c1	-9.6%
NS(=O)(=O)c1ccc(NC(=O)CNC(=O)c2ccc3c(c2)OCO3)cc1	-1.0%
CCCc1cc(=O)[nH]c(SCC(=O)Nc2cc(S(=O)(=O)N3CCCCC3)ccc2C)n1	-0.2%
Cc1ccc(NC(=O)CN2C(=O)NC(Cc3ccccc3)C2=O)cc1Cl (stereo unspecified)	1.0%
O=C(COC(=O)CN1C(=O)C2CCCCC2C1=O)Nc1ccc(F)c(F)c1F (stereo unspecified)	-2.4%
COc1ccc(-c2nnc(SCC(=O)N3CCCC3=O)n2N)cc1OC	0.7%
O=C(NCC(c1ccccc1)N1CCCC1)C1CCN(C(=O)Nc2ccccc2)CC1 (stereo unspecified)	-0.9%
c1ccc(C2(CN3CCNC[C@@H]3CC3CCCCC3)CC2)cc1	0.1%
CSc1ncccc1C(=O)OCC(=O)NC1CCCCC1	1.7%
O=C(c1cc(-c2ccc(Cl)cc2)nc2ccccc12)N1CCOCC1	4.5%
O=C(C[C@H]1C[C@H](C(=O)N2CCOCC2)[C@@]2(CCC3CCCC3)c3[nH]c4ccc(Cl)cc4c3CCN2C1=O)NCCCn1ccnc1	-5.0%
Cc1ccc2oc3c(SCc4nc5ccccc5[nH]4)nc(C)nc3c2c1	-0.2%
CC(C)c1ccc(S(=O)(=O)N2CCN(C(=O)CCNS(=O)(=O)c3ccccc3F)CC2)cc1	8.3%
COc1ccccc1S(=O)(=O)Nc1ccc2nc(C)sc2c1	-7.2%
CCCCNc1c(-c2cccc(-c3ccc(OC)cc3)c2)nc2ccc(C)cn12	-23.0%
Cc1ccc(C(=O)OCC(=O)NCc2cccs2)s1	4.3%
Cc1ccccc1Nc1nnc(SCC(=O)NCC2CCCO2)s1 (stereo unspecified)	2.5%
COc1ccccc1CC(=O)Nc1ccc(S(=O)(=O)N2CC(C)CC(C)C2)cc1 (stereo unspecified)	27.5%
O=C(COC(=O)COc1ccccc1)NCCc1ccccc1	9.0%
Cc1cccc(C(=O)OCC(=O)N2CCCCCC2)c1	0.4%
COc1cc(CCCN2CCNC[C@@H]2CC2CCCCC2)cc(OC)c1OC	0.1%
CC1CCC2(CC1)NC(=O)N(CC(=O)Nc1cc(S(=O)(=O)N3CCCC3)ccc1Cl)C2=O (stereo unspecified)	-2.0%
Cc1ccc(SCC(=O)NCC2COc3ccccc3O2)cc1 (stereo unspecified)	4.2%
Cc1cc(C(=O)NNC(=O)Cc2ccc(Cl)cc2)c(C)o1	-5.3%

# An excerpt of these results, field by field:
> CCOc1ccc(C(=O)NCC(=O)N2CCN(C/C=C/c3ccccc3)CC2)cc1OCC
  L3MBTL1 inh: -2.7%

> O=C(NCC(c1ccccc1)N1CCCC1)C1CCN(C(=O)Nc2ccccc2)CC1 (stereo unspecified)
  L3MBTL1 inh: -0.9%

> CCN(CC(=O)NC1CCS(=O)(=O)C1)c1ccc([N+](=O)[O-])cc1C#N (stereo unspecified)
  L3MBTL1 inh: -7.2%

> CN(C(=O)c1ccc(NC(=O)Cc2cccc(NC(=O)C3CCN(C(=O)C4CCCC4)CC3)c2)cc1)C1CCCC1
  L3MBTL1 inh: -0.2%

# Additional records
canonical_smiles	L3MBTL1 inh
CC(C)CC1Nc2ncnc(N3CCCCC3)c2N(Cc2ccccc2)C1=O (stereo unspecified)	-9.4%
CN(Cc1ccco1)c1ncnc2ccc(-c3ccc4c(c3)OCCO4)cc12	-4.6%
Cc1ccc(S(=O)(=O)N2[C@@H](c3ccccc3)C(C(=O)O)=CC[C@H]2c2cccc(Cl)c2)cc1	-2.0%
Cc1ccc(S(=O)(=O)N(C)C)cc1NC(=O)COC(=O)Cc1ccccc1F	7.6%
CC(=O)N1CCN(S(=O)(=O)c2cccc(C(=O)NNC(=O)Cn3ccc(C(F)(F)F)n3)c2)CC1	3.6%
Cc1cc(NC(=O)COC(=O)c2c(C)c(C)c(C)c(C)c2C)no1	2.8%
CC(C)C(NC(=O)c1ccccc1)C(=O)N1CCN(C/C=C/c2ccccc2)CC1 (stereo unspecified)	-4.6%
CSc1ccccc1NC(=O)CN(C)C(C)C(=O)NCc1ccc2c(c1)OCO2 (stereo unspecified)	-3.8%
O=C(OCC(=O)N1CCCC1=O)c1cc(S(=O)(=O)N2CCOCC2)ccc1Cl	10.0%
COc1ccc2c(c1)OC[C@H]1[C@H]2N2C(=O)CN(CCc3c[nH]c4ccccc34)C(=O)[C@@]2(C)[C@H]1c1ccccc1	-7.0%
CCOC(=O)c1c(NC(=O)CN2C(=O)NC3(CCC(C)CC3)C2=O)sc(C)c1CC (stereo unspecified)	7.1%
Cc1ccc(S(=O)(=O)Nc2ncnc3sccc23)cc1C	0.9%
CC(C)CCNC(=O)NC(=O)CSc1ccc(S(=O)(=O)N2CCOCC2)cn1	-3.2%
CC(O)[C@H]1CNCCN1CCc1cccc2ccccc12 (stereo partly specified)	7.4%
O=C(COC(=O)Cc1n[nH]c(=O)c2ccccc12)Nc1ccc(Cl)cn1	-5.6%
CCN(CC)S(=O)(=O)c1ccc(N2CCCC2)c(NC(=O)CN2C(=O)NC3(CCCC3)C2=O)c1	-6.9%
O=C1CC(c2ccccc2)CC(=O)N1c1ccc(C(F)(F)F)cc1	3.0%
CCN(CC(=O)Nc1ccccc1OC)C(=O)CSCC(=O)Nc1ccc(OC)cc1	4.3%
O=C(CN1C(=O)NC2(CCCC2)C1=O)N1CCN(S(=O)(=O)c2cc(Cl)ccc2Cl)CC1	-1.7%
CN(Cc1ccccc1)C(=O)COC(=O)C1CCN(S(=O)(=O)c2ccc(Cl)c(C(F)(F)F)c2)CC1	7.0%
Cc1nnc(SCC(=O)N2CCN(c3ccccc3F)CC2)n1C1CC1	5.0%
CN(C)C1=NC[C@H](Cc2ccccc2)N1CC1CCCC1	0.8%
COc1ccc(NC(=O)c2cccc3c2C(=O)c2ccc(-c4ccc(F)cc4OCc4ccccc4)cc2S3(=O)=O)cc1	5.3%
COc1ccc(C(=O)NCC(=O)N2CCN(C(=O)c3ccco3)CC2)cc1OC	10.3%
